# Compound activity (PubChem BioAssay)
# mouse EphA4 binding = EphA4 ligand-binding antagonists – biochemical, colorimetric, mouse EphA4, primary screen (AID 689) | 0.1% of 62,000 active | EphA4-AP binding to KYL peptide, pNPP A405; higher % means a stronger effect | one-dose inhibition, % at 10 µM; IC50 in µM for titrated hits; in the data active = a potency from the dose series; inactive = the rest, 99 in 100 with inhibition below about 22%
# * marks the source's active call; other numbers are inactive results.
SMILES,mouse EphA4 binding
Cc1[nH]c2ccccc2c1CCC(N)=O,1%
CCCCOc1ccc(CSc2nncn2N)cc1,-2%
CCOc1nnc(C)c2c(C)n(-c3ccc(Cl)cc3)nc12,-11%
COc1ccccc1N1CCN(Cc2ccco2)CC1,-1%
CCOC(=O)/C=C/S(=O)(=O)c1ccc(NC(C)=O)cc1,-25%
Cc1cc(=O)oc(C)c1C(=O)OCC(=O)c1ccc(Cl)cc1,-10%
Cc1cc(Br)ccc1NC(=O)CCSc1ccccc1,-7%
Cc1cccc(N2CCN(C(=O)CCc3nc4ccccc4[nH]3)CC2C)c1 (stereo not drawn),2%
COc1ccc(N2C(=O)C3CC(C)=C(C)CC3C2=O)c(OC)c1 (stereo not drawn),-22%
CN1C(=O)CS(=O)c2ccc(C(=O)NCCC3=CCCCC3)cc21 (stereo not drawn),6%
N#Cc1c(-c2ccc(Cl)cc2)nc2n(c1=O)CCCS2,-3%
CCN1CCN(c2ncnc3c2nnn3Cc2ccccc2)CC1,0%
CC(=O)Nc1ccc(NC(=O)COC(=O)Cc2cccs2)cc1,-14%
COC(=O)CC[C@@H](C(=O)O)N1C(=O)c2ccccc2C1=O,-5%
CC1CCCCN1CCNC(=O)CC1Oc2ccccc2NC1=O (stereo not drawn),-6%
Cc1ccc2nc(NC(=O)CSCC(=O)OCC(=O)c3ccc(Br)cc3)sc2c1,-10%
COCCNC(=O)C(=O)Nc1ccccc1C,-2%
CCOc1ccc(OC(=O)c2cccnc2)cc1,-8%
O=C(NC1CCCCC1)N1CCCC(c2nc(-c3cccs3)no2)C1 (stereo not drawn),-12%
Cc1cc(O)c2c(C)c(Cc3ccccc3)c(=O)oc2c1,-9%
COc1ccc2cc(C(=O)N3CCCCCC3)sc(=O)c2c1OC,0%
C#CCOC(=O)C(NC(=O)c1ccccc1)=C(C)C,-16%
Cn1c(Cn2cnc3ccccc32)nnc1SCc1ccccc1,-18%
CCCOC(=O)c1ccc(OCC(O)CN2CCN(C(=O)c3ccccc3)CC2)cc1 (stereo not drawn),-5%
O=C(O)CSCc1nc2ccccc2s1,-3%

# (more compounds)
SMILES,mouse EphA4 binding
Cc1cc(OCC(=O)Nc2ccc3ccccc3c2)cc(C)c1Cl,-7%
CCOC(=O)c1cc2c(=O)n3cccc(C)c3nc2n(CCCOC)c1=NC(=O)c1cccnc1,-20%
COc1cc(NS(=O)(=O)c2ccc(F)cc2)c(C(=O)O)cc1OC,-8%
O=C(NCCN1CCCCC1)/C(=N\O)c1ccccc1,0%
O=C(CSc1nnc(-c2cccnc2)n1Cc1ccco1)c1ccc(Cl)cc1,-10%
COC(=O)c1cc(NC(=O)/C=C/c2ccc(Cl)cc2)cc(C(=O)OC)c1,-2%
Cc1nn(Cc2ccccc2)c(N)c1C#N,0%
COc1ccc(NC(=O)C2CCC(CNc3c(N4CCC(C)CC4)c(=O)c3=O)CC2)cc1OC (stereo not drawn),-10%
C/C(N)=C(/C#N)C(=O)CSc1nnc(Nc2ccccc2C)s1,6%
CS(=O)(=O)N(CC(=O)NCCSc1ccc(Cl)cc1)c1ccc(Cl)cc1,2%
O=C(NCC1CCCO1)/C(=C\c1ccco1)NC(=O)c1ccccc1 (stereo not drawn),2%
N#C/C(=C(/O)COC(=O)Cc1c[nH]c2ccccc12)c1nc2ccccc2[nH]1,3%
Fc1ccc2nc(N3CCCCC3)sc2c1,-3%
COc1cc(CNn2cnnc2)ccc1OCC(=O)NC(C)(C)C,-3%
O=C(O)C1CCCN(C(=O)NCc2ccccc2)C1 (stereo not drawn),-5%
Cc1cc(C(=O)Nc2cccc(O)c2)c(C)o1,0%
Cc1ccc(-c2csc3ncnc(SCC(=O)NCc4ccc5c(c4)OCO5)c23)cc1,-12%
CCCOC(=O)CSc1nnc(-c2cc(OC)c(OC)c(OC)c2)o1,-4%
COC(=O)c1ccc2c(=O)n(C3CCCCC3)c(SCC#N)nc2c1,15%
Cc1ccc(C(=O)OCC(=O)N2CC(=O)Nc3ccccc32)s1,4%
CCC(C)[C@@H](C(=O)Nc1ccc2c(c1)OCO2)N1Cc2ccccc2C1=O (stereo partly drawn),12%
CCCCNC(=O)C1CC(=O)N(c2ccc(CC)cc2)C1 (stereo not drawn),14%
Cc1ccc(C(=O)ON=C2CCN(S(=O)(=O)c3ccccc3)CC2)cc1,7%
CCCCNC(=O)CN(CCc1ccccc1)S(C)(=O)=O,7%
Cc1ccc(C)c(CSc2nnc(-c3ccccn3)n2N)c1,0%

# Reprinted at random: two records from the list.
SMILES,mouse EphA4 binding
COc1ccc(N2C(=O)C3CC(C)=C(C)CC3C2=O)c(OC)c1 (stereo not drawn),-22%
CCCOC(=O)CSc1nnc(-c2cc(OC)c(OC)c(OC)c2)o1,-4%

# Next section.
SMILES,mouse EphA4 binding
Cc1cccc(C)c1N1CCN(S(=O)(=O)N2CCOCC2)CC1,-8%
O=C(O)c1ccc(CSc2nnc(SCc3ccccc3)s2)cc1,0%
Cc1ccc(CN2CCN(N=Cc3ccccc3[N+](=O)[O-])CC2)c(C)c1,-6%
C=CCn1c(SCC(=O)c2c(N)n(C)c(=O)n(C)c2=O)nc2sc(C)c(C)c2c1=O,2%
COc1ccc2c(=O)c(Oc3ccccc3Br)c(C(F)(F)F)oc2c1,0%
CCOCCc1nnc(NC(=O)c2cccc(F)c2)s1,-10%
O=C(Nc1cccc(NC(=O)c2ccc(-c3cccc(Br)c3)o2)c1)c1ccco1,6%
Cc1ccc(-c2cc(-c3ccc4c(c3)OCO4)c(C#N)c(N)n2)o1,-2%
Cc1cc(C)nc(NS(=O)(=O)c2ccc(NC(=O)c3ccco3)cc2)n1,-10%
COc1cc(CCC(=O)OCC(=O)Nc2ncc(Cl)cc2Cl)cc(OC)c1OC,22%
CC1CN(C(=O)c2cccc(C(=O)N3CC(C)OC(C)C3)c2)CC(C)O1 (stereo not drawn),-5%
CCOc1ccc(C(=O)CCNC(Cc2cnc[nH]2)C(=O)O)cc1 (stereo not drawn),-5%
CC(C)C(NC(=O)c1ccccc1)C(=O)OCC(=O)Nc1ccc(S(N)(=O)=O)cc1 (stereo not drawn),-7%
CC(C)Cn1c(N)c(C(=O)COC(=O)CC23CC4CC(CC(C4)C2)C3)c(=O)n(C)c1=O,16%
CCOc1ccc(NC(=O)C2CCN(S(=O)(=O)c3c(C)n[nH]c3C)CC2)cc1,12%
CCCN(CC(=O)c1cc(C)n(C)c1C)S(=O)(=O)c1cccc(C(F)(F)F)c1,-2%
CSc1ccccc1NC(=O)CN(C)S(=O)(=O)c1ccc(F)cc1,-6%
COc1cc(/C=C/C(=O)O)cc(S(=O)(=O)N(C)CCO)c1OC,12%
CCCN(C#N)c1nc(NCC)nc(NC(C)C)n1,3%
CCOC(=O)N1CCN(C(=O)c2ccc3c(=O)n(CCC4=CCCCC4)c(=O)[nH]c3c2)CC1,1%
CN(C1=NC(=O)/C(=C\c2ccc(F)cc2)S1)c1ccc(O)cc1,-6%
CCOc1ccc(N2C(=O)CN=C2Nc2ccccc2F)cc1,-10%
Cn1nnc(C(O)CNCc2cccs2)n1 (stereo not drawn),-10%
O=C(NNC(=O)c1sc2cccc(Cl)c2c1Cl)Nc1ccccc1,6%
CCOc1cc(N2CCOCC2)c(OCC)cc1NC(=O)c1nc2nccc(C)n2n1,-29%

# (listing goes on)
SMILES,mouse EphA4 binding
COc1cc2nc(C3CCC3)n(NC(=O)C(OC(C)=O)c3ccccc3)c(=O)c2cc1OC (stereo not drawn),-8%
O=C(NCCN1CCNCC1)C(=O)Nc1ccc(F)cc1,5%
CC1(C)Cc2c(sc3c2C(=O)N(c2ccccc2)C2=NCCN23)CS1,-11%
CCCS(=O)(=O)c1c(S(=O)(=O)CCC)c2c(N)cccn2c1C(=O)c1ccc(OC)cc1,-2%
CC1(C)Cc2c(sc3ncn4nnnc4c23)CO1,-15%
CCC1(C)Cc2ccccc2/C(=C/C(=O)N2CCCCC2)N1 (stereo not drawn),-9%
Cc1cc(C)n(-c2nncn2NC(=O)c2ccc(Cl)cc2O)n1,8%
COc1ccc(CC(=O)Nc2ccc3c(c2)CCC3)cc1S(=O)(=O)N1CCOCC1,-13%
Nc1nonc1C(=O)OCC(=O)N1CCCCC1,4%
O=C(Nc1ccccc1Cl)c1cnccn1,-13%
Cc1sc2nc(SC(C)C)nc(N)c2c1C,-15%
Cc1ccc(CC2CC(=O)N(c3cc(C)on3)C2=O)cc1 (stereo not drawn),-5%
CCCc1cc(=O)n2[nH]c(-c3cccc(Cl)c3)cc2n1,-8%
O=c1c2c3c(sc2ncn1/N=C/c1ccc([N+](=O)[O-])o1)CCCC3,-12%
c1cc(-c2nnc3sc(C4CCCCC4)nn23)ccn1,1%
COC(=O)C1CC(=O)N(c2ccc(Cl)cc2)C1 (stereo not drawn),-11%
Cc1cccc(N2C(=O)c3cccc4c(N(C)CCO)ccc(c34)C2=O)c1,4%
COc1ccc(OC)c(NC(=O)CSc2nnc(-c3ccco3)n2-c2ccc(C(=O)O)cc2)c1,6%
Cn1c(C(=O)O)c(CC(=O)NCC2COc3ccccc3O2)c2ccccc21 (stereo not drawn),-10%
COc1ccccc1-c1csc(Cc2nnc3n2CCCCC3)n1,3%
CN(Cc1ccncc1)C1CC(=O)N(c2ccc(Cl)cc2)C1=O (stereo not drawn),-4%
CCOc1ccccc1NC(=O)c1cncc(Br)c1,-2%
Cc1noc(C)c1S(=O)(=O)N1CCCC(C(=O)NCc2ccccn2)C1 (stereo not drawn),-2%
Cc1nc2c(cnn2-c2ccc(Cl)cc2)c(=O)n1-c1ccc(N2CCC(C)CC2)cc1,-9%
c1csc(CNc2nc3ccccc3n2CCN2CCOCC2)c1,-12%

# Other entries.
SMILES,mouse EphA4 binding
COc1cccc(Nc2c(F)c(OC)c(F)c(F)c2C(=O)O)c1,6%
CC(C)COC(=O)CCn1[nH]c(=O)c2ccccc2c1=O,-37%
O=C1C(Cc2ccccc2)SC(=Nc2ccccc2)N1c1ccccc1 (stereo not drawn),-9%
Nn1cc(-c2ccccc2)nc1SCC(=O)NCCN1C(=O)CSC1=O,2%
Cc1[nH]c(=S)[nH]c(=O)c1Cc1ccccc1,-3%
COC(=O)c1cc(=O)nc2sc(-c3ccc(F)cc3)nn12,3%
CC(C)Oc1ccccc1NC(=O)CSc1nc2ccccc2n1C,5%
CCOc1ccccc1NC1c2ccccc2C(=O)N1c1ccc(C)cn1 (stereo not drawn),-4%
COc1ccc(S(=O)(=O)NCC2CCCO2)cc1C(=O)O (stereo not drawn),-3%
CCCC(=O)c1cc2cc(Cl)ccc2oc1=O,-8%
COc1ccc(CNC(=O)CSc2nc3nc(C)cc(C)n3n2)cc1,-8%
Cc1ccccc1-c1nc2ccccc2o1,-4%
CCC(C)c1c(O)nc(SCC(=O)N2CCOCC2)[nH]c1=O (stereo not drawn),-9%
O=C(NCC1CCCO1)c1c(Cl)cccc1Cl (stereo not drawn),-10%
CCOc1ccc(N2C(=O)CC(N3CCc4ccccc43)C2=O)cc1 (stereo not drawn),-34%
CCOC(=O)c1[nH]c(C)c(C(=O)NC2CCCC2)c1C,-12%
CCCC(=O)Nc1ccc(S(=O)(=O)Nc2cc(C)nc(C)n2)cc1,-13%
CSC1=NC(C)(C)CC12C=CC(=O)C=C2,5%
O=C(CCS(=O)(=O)c1cccc2nsnc12)NC1CCCCC1,-4%
N=c1oc2c3c4c(cc2cc1C(=O)Nc1ccccc1)CCCN4CCC3,16%
COc1ccc2oc(-c3ccccc3)c(C(N)=O)c2c1,-1%
Cc1ccc(NC(=O)CS(=O)CC(=O)NC2CCN(Cc3ccccc3)CC2)c(C)c1 (stereo not drawn),-3%
CS(=O)(=O)NC1c2cccc3cccc(c23)C1Sc1nncn1/N=C/c1ccco1 (stereo not drawn),-11%
O=C(CSc1n[nH]c(-c2cccs2)n1)NCc1cccs1,-8%
COc1ccc(N2CC(C(=O)OCC(=O)NCc3ccccc3)CC2=O)cc1 (stereo not drawn),-16%

# The listing continues:
SMILES,mouse EphA4 binding
O=C1Nc2cc(Cl)ccc2C1(N1CCNCC1)C(F)(F)F (stereo not drawn),-10%
Cc1ccc(S(=O)(=O)N(CC(=O)N2CCOCC2)c2ccccc2F)cc1,0%
Nn1c(SCc2nc3ccccc3[nH]2)nnc1-c1ccccc1,-2%
O=C(COC(=O)CCC(=O)c1cccs1)Nc1ccc(S(=O)(=O)N2CCOCC2)cc1,6%
CC1CCN(C(=O)c2cccc(S(=O)(=O)N3CCCCC3)c2)CC1,-8%
CC(C)C(c1nnnn1CCc1ccccc1)N1CCN(C(=O)c2ccco2)CC1 (stereo not drawn),-6%
COc1ccc(/C=C(/C(=O)Nc2ccccc2C(=O)N2CCCC2)c2ccccc2)cc1,0%
COC(=O)C1=C(C)N(c2ccccc2F)C(=O)/C1=C\c1sccc1C,-11%
c1cncc(-c2nnc3n2CCC3)c1,-4%
Cc1ccc(S(=O)(=O)N(Cc2ccccc2)Cc2ccccc2)cc1,-1%

# Structural class, the entries above containing a Cl atom.
SMILES,mouse EphA4 binding
CCOc1nnc(C)c2c(C)n(-c3ccc(Cl)cc3)nc12,-11%
Cc1cc(=O)oc(C)c1C(=O)OCC(=O)c1ccc(Cl)cc1,-10%
N#Cc1c(-c2ccc(Cl)cc2)nc2n(c1=O)CCCS2,-3%
Cc1cc(OCC(=O)Nc2ccc3ccccc3c2)cc(C)c1Cl,-7%
O=C(CSc1nnc(-c2cccnc2)n1Cc1ccco1)c1ccc(Cl)cc1,-10%
COC(=O)c1cc(NC(=O)/C=C/c2ccc(Cl)cc2)cc(C(=O)OC)c1,-2%
CS(=O)(=O)N(CC(=O)NCCSc1ccc(Cl)cc1)c1ccc(Cl)cc1,2%
COc1cc(CCC(=O)OCC(=O)Nc2ncc(Cl)cc2Cl)cc(OC)c1OC,22%
O=C(NNC(=O)c1sc2cccc(Cl)c2c1Cl)Nc1ccccc1,6%
Cc1cc(C)n(-c2nncn2NC(=O)c2ccc(Cl)cc2O)n1,8%
O=C(Nc1ccccc1Cl)c1cnccn1,-13%
CCCc1cc(=O)n2[nH]c(-c3cccc(Cl)c3)cc2n1,-8%
COC(=O)C1CC(=O)N(c2ccc(Cl)cc2)C1 (stereo not drawn),-11%
CN(Cc1ccncc1)C1CC(=O)N(c2ccc(Cl)cc2)C1=O (stereo not drawn),-4%
Cc1nc2c(cnn2-c2ccc(Cl)cc2)c(=O)n1-c1ccc(N2CCC(C)CC2)cc1,-9%
CCCC(=O)c1cc2cc(Cl)ccc2oc1=O,-8%
O=C(NCC1CCCO1)c1c(Cl)cccc1Cl (stereo not drawn),-10%
O=C1Nc2cc(Cl)ccc2C1(N1CCNCC1)C(F)(F)F (stereo not drawn),-10%

# Some of the compounds tested, so the mix of outcomes need not match the whole.
